DAX1 inh-1: NR0B1 (DAX1) inhibition. 340,000 compounds, 0.99% hits. P51843. HEK293 Gal4-DAX1 luciferase reporter, luminescence. AID 504766. inhibition, % at 6.75 µM;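 active = inhibition above the mean over all tested compounds plus 3 SD, cut at about 4.2% in these data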;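 also: 0% = DAX1-transfected cells with DMSO and 100% = empty-vector control cells with DMSO; inhibition shows as a rise in luminescence from relieved DAX1 repression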
Target sequence (P51843 207-470 limits assumed): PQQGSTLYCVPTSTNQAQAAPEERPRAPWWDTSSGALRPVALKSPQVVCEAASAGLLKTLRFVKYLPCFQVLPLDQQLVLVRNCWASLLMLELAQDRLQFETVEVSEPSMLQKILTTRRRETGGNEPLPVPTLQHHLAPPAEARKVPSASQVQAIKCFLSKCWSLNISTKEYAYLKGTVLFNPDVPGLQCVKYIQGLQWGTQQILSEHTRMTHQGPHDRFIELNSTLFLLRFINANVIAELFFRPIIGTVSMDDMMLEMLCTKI
SMARCA2 activ: activators of SMARCA2 function; 370,000 compounds, 1% hits; activation, % at 9.1 µM; MG213 cells, MMTV-luciferase reporter, dexamethasone, overnight; in the data active = activation above about 7.8%;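 also: 0% = vehicle wells and 100% = reference activator wells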
GC-A act: GC-A (human) enzyme activation; P16066; HEK293 GC-A cells, cGMP TR-FRET, EC30 ANP; 0% at EC30 ANP, 100% saturating ANP; activation, % at 10 µM; 370,000 compounds, 0.14% hits; AID 1671463; in the data active = activation above about 40%
hcDAF-12 act: activators of H. contortus DAF-12 nuclear receptor | 370,000 compounds, 1.4% hits | activation, % at 6.8 µM | HEK293 hcDAF-12 lit1-tk-luc reporter, luminescence; 0% DMSO, 100% Δ7-dafachronic acid | AID 652067;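 active = activation above the mean of all tested compounds plus 3 SD, cut at about 5.5% in these data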;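 also: 100% = response to 3 µM Δ7-dafachronic acid high control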
hgDAF-12 ag: agonists of H. glycines DAF-12 nuclear receptor; HEK293 GAL4-hgDAF12 UAS-luciferase reporter, agonist luminescence; normalized to butyrate control; activation, % at 6.8 µM; 370,000 compounds, 1.8% hits;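 active = activation above a cutoff set at the mean of all screened compounds plus 3 SD, cut at about 10% in these data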;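 also: 0% = DMSO wells and 100% = sodium butyrate wells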
KLK7 zymogen act: activators of human kallikrein-7 zymogen; 370,000 compounds, 0.9% hits; activation, % at 7 µM; P49862; purified proKLK7, EDANS-DABCYL substrate fluorescence; 100% is mature enzyme control, 0% vehicle; AID 652039;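 active = activation above the mean of all tested compounds plus 3 SD, computed per campaign excluding outliers beyond control limits, cut at about 13% in these data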
Target sequence (P49862 whole entry, looked up): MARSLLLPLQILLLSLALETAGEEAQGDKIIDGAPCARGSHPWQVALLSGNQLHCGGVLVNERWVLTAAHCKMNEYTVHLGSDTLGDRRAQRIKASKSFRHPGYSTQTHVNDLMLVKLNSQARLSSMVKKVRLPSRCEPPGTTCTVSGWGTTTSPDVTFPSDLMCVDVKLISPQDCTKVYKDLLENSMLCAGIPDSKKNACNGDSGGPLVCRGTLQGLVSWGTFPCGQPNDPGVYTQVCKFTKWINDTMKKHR
sPLA2-III inh: Inhibits HGIII-sPLA2 liposome hydrolysis, primary screen; Q9NZ20; QFRET BODIPY PC-A2 liposome hydrolysis, fluorescence; inhibition, % at 12.2 µM; 370,000 compounds, 0.56% hits;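 active = inhibition above mean plus 3 SD of compounds lying within the high and low control bounds, cut at about 19% in these data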;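 also: 0% = median of test compound wells and 100% = no enzyme DMSO wells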
Target sequence (Q9NZ20 whole entry, looked up): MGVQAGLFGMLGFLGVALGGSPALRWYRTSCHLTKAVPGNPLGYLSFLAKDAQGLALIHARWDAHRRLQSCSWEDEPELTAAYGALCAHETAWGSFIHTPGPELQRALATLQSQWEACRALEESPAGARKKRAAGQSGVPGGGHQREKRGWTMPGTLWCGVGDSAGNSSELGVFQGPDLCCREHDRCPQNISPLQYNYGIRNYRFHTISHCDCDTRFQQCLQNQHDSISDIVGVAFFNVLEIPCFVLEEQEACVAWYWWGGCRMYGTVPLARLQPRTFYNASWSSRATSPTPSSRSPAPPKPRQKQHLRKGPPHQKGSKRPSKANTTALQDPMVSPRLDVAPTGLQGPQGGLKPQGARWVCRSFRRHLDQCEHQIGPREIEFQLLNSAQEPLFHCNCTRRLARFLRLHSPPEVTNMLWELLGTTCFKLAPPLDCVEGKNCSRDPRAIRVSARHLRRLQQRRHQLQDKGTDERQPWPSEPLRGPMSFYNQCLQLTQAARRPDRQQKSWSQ
ssDAF12 agonist: S. stercoralis DAF-12 activation, primary screen. 370,000 compounds, 1% hits. activation, % at 6.8 µM. HEK293 ssDAF-12/GRIP1 lit1-tk-luc reporter, luminescence; % of 3 µM dafachronic acid response;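 active = activation above the mean over all tested compounds plus 3 SD, cut at about 0.9% in these data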;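 also: 0% = DMSO-only wells and 100% = 3 µM delta7-dafachronic acid wells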
GAA850 FXN act: increases GAA850 frataxin promoter reporter activity | HEK293 lucGAA850 FXN promoter luciferase reporter, 24 h; percent of 10 µM SAHA response | activation, % at 6 µM | 360,000 compounds, 0.56% hits | AID 540364;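 active = activation above the average of all compounds screened plus 3 SD, cutoff fixed separately per campaign, cut at about 7.5% in these data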;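 also: 0% = DMSO wells and 100% = 10 µM SAHA wells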
GC-B act: GC-B (human) receptor activation. P20594. HEK293-GC-B cells, CNP EC30, cGMP TR-FRET; 0% at EC30 CNP, 100% saturating CNP. activation, % at 10 µM. 370,000 compounds, 0.11% hits;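 active = activation at 10 µM reaching about 35% in either raw or pattern-adjusted values, limit read from the data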
DAX1 inh-2: blocks DAX1 repression of SF-1 activated StAR promoter; HEK293T StAR-luciferase reporter, SF-1/DAX-1 repression relief; AID 652010; 370,000 compounds, 1.1% hits; inhibition, % at 6.8 µM;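 active = inhibition above the mean over all tested compounds plus 3 SD, cut at about 3.6% in these data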;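 also: 0% = DAX-1 cells with DMSO and 100% = cells lacking DAX-1 with DMSO; higher inhibition means more luminescence from relief of DAX-1 repression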
* hit, by the source's call; / = not tested or not shown.

item	mol	DAX1 inh-1	SMARCA2 activ	GC-A act	hcDAF-12 act	hgDAF-12 ag	KLK7 zymogen act
1	CCCCNC(=O)C1(C)CCN1C(=O)c1ccccc1Br (stereo unspecified)	/	-1.4	4.2	0.5	0.7	-0.4
2	CC(=O)Nc1ccc(NC(=O)Nc2cccc(C)c2C)cc1	-0.7	1.1	-0.1	0.6	2.5	-1.2
3	Cc1ccc(C(=O)c2oc3ccc(Cl)cc3c2NC(=O)CN2CCN(C)CC2)cc1	0.2	-1.3	6.7	-2.1	0.3	0.2
4	N#CC1C(=O)NC(=O)C(C#N)C12CCCC2 (stereo unspecified)	/	-2.1	4.6	0.3	-1.1	0.5
5	Cc1cc(C)cc(NS(=O)(=O)c2cc3[nH]c(=O)c(=O)[nH]c3cc2C)c1	3.6	-1.8	0.5	-3.2	0.4	-0.5
6	COc1cc(/C=N/c2oc(C)c(C)c2C#N)cc(Br)c1O	1.8	1.1	-3.7	-1.7	1.1	0.3
7	Cc1c(Cl)c([N+](=O)[O-])nn1CC(=O)NC1CCCCC1	0.6	-0.2	6.7	0.8	-1.9	-0.3
8	Cc1ccc(/C=N/NC(=O)CNC(=O)COc2ccc(Cl)cc2)o1	1.6	-1.6	5.4	1.4	4.2	0.4
9	COc1ccc(CCC[C@@H](CCC(=O)N(c2ccccc2)c2ccccc2)CCc2ccccc2)cc1	/	-3.4	1.6	-2.4	1.9	-1.6
10	O=C(NC1CCCCC1)C(c1ccc(F)cc1)N(C(=O)c1csnn1)C1CC1 (stereo unspecified)	-0.6	-2.2	-7.9	0.3	-0.9	0.5
11	O=C(Cc1csc(-c2ccccc2)n1)NCc1ccc(F)cc1	0.1	-2.4	1.9	-0.2	-0.7	-0.1
12	Cc1ccc(-n2nnnc2SCc2nnc(-c3ccccc3Br)o2)cc1	-0.6	1.9	-10.5	0.7	-2.5	0.2
13	Cc1nnc(SCc2ccc(C(=O)O)cc2)s1	-1.2	-5.9	3.1	-0.8	3.3	-0.2
14	COc1ccc(-c2ccc(C(=O)NCC(C)C)c3occc23)c(C)c1	/	-3.8	2.4	-3.6	-1.9	-2.8
15	O=C(CCN1C(=O)c2ccccc2C1=O)Nc1nc2ccccc2s1	-0.3	1.7	3.4	2.2	4.1	0.4

item	sPLA2-III inh	ssDAF12 agonist	GAA850 FXN act	GC-B act	DAX1 inh-2
1	0.6	-0.5	-0.3	-0.5	-0.7
2	0.2	-1.1	1.5	5.2	0.2
3	4.0	-1.0	1.9	-5.6	1.2
4	5.7	-1.6	/	1.6	-1.0
5	2.3	-1.2	-0.4	6.6	-1.1
6	-7.3	-0.9	0.8	2.2	-0.2
7	3.6	-0.8	1.5	-2.4	-0.2
8	-6.8	-0.9	-1.5	-4.4	-0.1
9	9.1	-1.5	/	7.8	0.4
10	1.1	-1.5	1.1	-7.8	0.1
11	1.3	-0.4	-1.6	-0.3	0.2
12	-17.7	-1.1	1.5	2.9	-0.1
13	-2.0	-1.0	-1.1	-0.4	0.2
14	-2.7	-2.0	-0.1	-7.1	-2.3
15	-0.8	-0.4	0.6	-7.9	0.8

(list continues)
item	mol	DAX1 inh-1	SMARCA2 activ	GC-A act	hcDAF-12 act	hgDAF-12 ag	KLK7 zymogen act
16	CCC(=O)N1CCc2cc(S(=O)(=O)NC(C(=O)NC(C)c3ccccc3)C(C)C)ccc21 (stereo unspecified)	0.1	-2.7	-2.4	-1.0	0.5	0.3
17	Cn1ccnc1Sc1nc2c(c(=O)n(C)c(=O)n2C)n1C	2.2	0.0	2.8	0.0	-0.2	-0.4
18	CCCSc1ccc([C@H]2N[C@@](Cc3ccccc3)(C(=O)OC)[C@H]3C(=O)N(C)C(=O)[C@@H]23)cc1	0.7	0.7	-4.9	-2.1	-0.1	0.3
19	CCCCCCSc1ccc(-c2nc3ccc(C)cn3c2NC2CCCCC2)cc1	0.4	0.4	13.8	0.3	1.8	-9.0
20	COc1ccc(S(=O)(=O)NCCSCc2ccco2)cc1	-1.3	0.1	0.6	-0.7	1.1	0.3
21	Fc1cccc(Cn2cc(C(=S)N3CCOCC3)c3ccccc32)c1	-1.3	-2.2	4.2	-0.8	-2.7	1.0
22	COCCNC(=O)c1ccc(N2CC3CC(C2)c2cccc(=O)n2C3)c(NC(=O)c2ccc(C(C)(C)C)cc2)c1 (stereo unspecified)	1.3	-1.9	-3.1	-0.9	-0.7	0.4
23	Cc1ccccc1NS(=O)(=O)c1ccc(C(=O)OCC(=O)NCC(C)C)cc1	-0.3	-2.8	0.1	-0.5	-3.3	-0.6
24	COc1ccc(NC(=O)Cn2ncc(Cl)c(Cl)c2=O)cc1S(=O)(=O)N1CCOCC1	-0.2	-9.6	1.1	-0.6	-1.4	0.1
25	COc1cccc(CN(CC(=O)NC2CCCC2)C(=O)Cn2nnc(-c3cccs3)n2)c1	0.1	4.4	0.1	-0.2	-1.7	0.4
26	COc1cccc(C(C(=O)NC2CCCC2)N(C(=O)c2ccco2)c2ccc(-n3cnnn3)c(C)c2)c1OC (stereo unspecified)	0.1	-1.1	-37.2	-1.0	-2.1	0.5
27	O=C(Nc1nnc([C@@H]2C[C@H](O)[C@@H](CO)O2)s1)NC(c1ccccc1)c1ccccc1	/	-3.7	1.3	0.0	-1.5	-0.1
28	O=C(N/N=C/c1cccc(OCC(=O)N2CCCC2)c1)C(=O)Nc1ccccc1F	-1.6	-2.4	-2.1	-0.6	-4.3	-0.1
29	Cc1ccc(C(NC(=O)/C=C\c2ccc3c(c2)OCO3)C(=O)Nc2ccc3c(c2)OCO3)cc1 (stereo unspecified)	-1.9	1.8	0.9	-0.4	2.1	-0.5
30	Cc1ccc2c(c1)c(C)c(C)n2CC(O)CN1CCCCC1C (stereo unspecified)	0.3	0.6	-8.7	-2.0	5.5	-0.4

item	sPLA2-III inh	ssDAF12 agonist	GAA850 FXN act	GC-B act	DAX1 inh-2
16	1.2	-1.3	-1.8	0.7	-0.4
17	4.9	-1.7	-1.1	-2.5	-0.3
18	-9.9	-0.6	-3.9	-9.3	-0.6
19	-1.3	-0.6	0.6	10.4	0.0
20	-9.9	-1.2	-2.3	1.5	-0.2
21	13.1	-1.1	2.9	7.3	0.1
22	-3.5	-1.7	-1.1	0.5	0.3
23	-6.3	-0.5	4.0	0.6	0.1
24	-3.6	0.3	7.8*	2.5	0.3
25	-8.0	-1.2	-2.7	2.2	-0.5
26	-5.0	-1.1	-4.1	-22.1	-0.8
27	-1.6	-1.0	-4.2	2.4	-0.1
28	13.5	-0.8	1.8	3.5	0.3
29	-5.1	-1.7	-1.0	0.7	-0.1
30	21.8*	-0.6	-1.9	-10.3	-0.8

The listing continues.
item	mol	DAX1 inh-1	SMARCA2 activ	GC-A act	hcDAF-12 act	hgDAF-12 ag	KLK7 zymogen act
31	CCc1nn(CC(=O)NCCCN(CC)CC)c(=O)c2cc3sc(C)cc3n12	1.0	-1.0	2.2	0.3	3.5	-0.4
32	CCN(C(=O)CN1CCN(c2cccc(C(F)(F)F)c2)CC1)c1c(N)n(Cc2ccccc2)c(=O)[nH]c1=O	-0.6	-0.9	2.8	0.8	0.9	-0.1
33	COC(=O)CCCNc1ncccc1[N+](=O)[O-]	0.1	-3.2	5.0	0.0	0.0	-0.4
34	COc1ccccc1Nc1ncnc2ccccc12	-1.2	2.1	-0.6	-1.0	0.4	-0.2
35	CCn1c(SCC(=O)Nc2ncc(C(F)(F)F)cc2Cl)nnc1-c1ccccc1	-0.8	-3.1	1.2	-3.4	4.6	-0.1
36	O=C(c1cccc(S(=O)(=O)N2CCOCC2)c1)N(CCO)Cc1ccccc1	0.3	-2.7	3.5	0.2	1.1	0.5
37	CC(=NCc1ccco1)c1c(C(F)(F)F)[nH]n(-c2nc3ccccc3s2)c1=O	1.2	-2.9	5.8	-2.1	-2.8	-0.3
38	Cn1c(SC2C(=O)CC(C)(C)CC2=O)nnc1-c1ccco1	0.5	4.2	0.6	0.0	-1.8	-0.1
39	Cc1cc(OCC(=O)NCCCn2ccnc2)c2c(C)cc(=O)oc2c1	0.5	-0.8	-4.1	1.0	1.5	8.3
40	CC1=C(C(=O)NCc2ccccc2)C(c2ccccc2OCC(N)=O)NC(=O)N1 (stereo unspecified)	0.1	-1.4	0.7	-1.4	4.4	-0.7
41	COc1c(O)cc(O)c2c(=O)cc(-c3ccccc3)oc12	3.9	2.9	1.1	0.1	9.5	0.2
42	Cc1oc2cc(O)ccc2c(=O)c1Oc1ccc2ccccc2c1	0.8	-1.6	1.6	-0.7	0.0	-76.0
43	CCOC(=O)c1cnn(-c2nc(-c3cccc(F)c3)cs2)c1C(F)(F)F	0.7	-1.9	-6.2	-0.8	0.0	-2.9
44	Cc1ccc(OCC(O)Cn2c(N3CCCCC3)nc3c2c(=O)[nH]c(=O)n3C)cc1C (stereo unspecified)	-1.0	-1.2	-13.3	-2.3	-1.6	-0.7
45	CCn1c(=O)c(-c2ccccc2)c(O)c2ccccc21	1.1	-1.6	-1.2	3.1	-0.5	1.9

item	sPLA2-III inh	ssDAF12 agonist	GAA850 FXN act	GC-B act	DAX1 inh-2
31	-1.2	-1.5	1.6	-1.0	0.0
32	12.0	-1.8	-0.5	-1.1	-0.3
33	4.4	-1.0	0.4	2.4	-0.2
34	3.6	-1.2	-0.7	-3.4	0.2
35	-11.2	-1.5	4.6	0.1	-0.4
36	-3.4	-1.3	0.3	2.4	0.4
37	-4.7	-1.8	-7.8	-8.3	-0.9
38	-0.2	-1.2	-2.0	5.9	0.0
39	4.4	-1.0	1.9	-4.0	1.6
40	0.0	-1.4	-0.2	-5.2	-0.1
41	-1.7	-0.1	5.5	-0.5	1.8
42	-24.7	-0.3	-1.6	-12.2	0.2
43	-3.0	-1.5	1.0	-9.6	-0.4
44	-2.2	-1.3	0.6	-6.2	0.6
45	-2.2	-0.3	0.2	4.3	-0.2

Random excerpt: 3 records from the list.
item	mol	DAX1 inh-1	SMARCA2 activ	GC-A act	hcDAF-12 act	hgDAF-12 ag	KLK7 zymogen act
33	COC(=O)CCCNc1ncccc1[N+](=O)[O-]	0.1	-3.2	5.0	0.0	0.0	-0.4
42	Cc1oc2cc(O)ccc2c(=O)c1Oc1ccc2ccccc2c1	0.8	-1.6	1.6	-0.7	0.0	-76.0
32	CCN(C(=O)CN1CCN(c2cccc(C(F)(F)F)c2)CC1)c1c(N)n(Cc2ccccc2)c(=O)[nH]c1=O	-0.6	-0.9	2.8	0.8	0.9	-0.1

item	sPLA2-III inh	ssDAF12 agonist	GAA850 FXN act	GC-B act	DAX1 inh-2
33	4.4	-1.0	0.4	2.4	-0.2
42	-24.7	-0.3	-1.6	-12.2	0.2
32	12.0	-1.8	-0.5	-1.1	-0.3

Profiles from above. Order of screens: DAX1 inh-1 | SMARCA2 activ | GC-A act | hcDAF-12 act | hgDAF-12 ag | KLK7 zymogen act | sPLA2-III inh | ssDAF12 agonist | GAA850 FXN act | GC-B act | DAX1 inh-2
CCN(C(=O)CN1CCN(c2cccc(C(F)(F)F)c2)CC1)c1c(N)n(Cc2ccccc2)c(=O)[nH]c1=O is listed with -0.6 | -0.9 | 2.8 | 0.8 | 0.9 | -0.1 | 12.0 | -1.8 | -0.5 | -1.1 | -0.3
Cn1c(SC2C(=O)CC(C)(C)CC2=O)nnc1-c1ccco1 is listed with 0.5 | 4.2 | 0.6 | 0.0 | -1.8 | -0.1 | -0.2 | -1.2 | -2.0 | 5.9 | 0.0
